# Screening results from PubChem.
# VLA-4 inh: inhibition in a human VLA-4 binding assay | VLA-4 expressing cells, ligand binding flow cytometry | inhibition, % (about 7 µM as worked out from the volumes in the protocol) | AID 2557 | 330,000 compounds, 0.2% hits | P13612; in the data active = inhibition above about 50%
# CIT2-GFP yeast: modulators of TOR pathway CIT2-GFP in S. cerevisiae; S. cerevisiae CIT2-GFP strain, flow cytometry, 3 h; 100 means same as DMSO wells; GFP response vs DMSO, % at 10 µM; 320,000 compounds, 0.065% hits; AID 2029;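 active = GFP response relative to DMSO above a set limit, near the screen mean plus 3 SD, cut at about 150% in these data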;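 note: ratio of well median GFP fluorescence to mean of DMSO wells on the plate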
# AGP1 TOR yeast: alters AGP1-GFP fluorescence in TOR pathway yeast screen | 320,000 compounds, 0.02% hits | S. cerevisiae AGP1-GFP multiplex flow cytometry, 3 h; GFP as percent of DMSO wells | GFP response vs DMSO, % at 10 µM;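 active = GFP response relative to DMSO above a set limit, near screen average plus 3 SD, cut at about 150% in these data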;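 note: median GFP channel fluorescence of the gated AGP1 strain per well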
# RPL19A TOR yeast: modulators of TOR pathway RPL19A-GFP in S. cerevisiae; percent response vs DMSO, % at 10 µM; S. cerevisiae RPL19A-GFP strain, flow cytometry, 3 h; active compounds read low; 330,000 compounds, 0.3% hits;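 active = percent response vs DMSO below 50%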;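 note: median channel GFP fluorescence of the barcoded RPL19A-GFP strain; ratio of sample median GFP to plate DMSO average so 100% = DMSO; lower means less RPL19A-GFP as with rapamycin TOR inhibition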
# LAP4 TOR yeast: yeast TOR pathway LAP4-GFP modulation | 320,000 compounds, 0.34% hits | AID 2023 | S. cerevisiae LAP4-GFP multiplex, flow cytometry GFP, 3 h; median GFP as percent of DMSO wells | GFP response vs DMSO, % at 10 µM;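 active = GFP response vs DMSO above a set limit, about the screen mean plus 3 SD, cut at about 150% in these data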
# GRK2 aptamer HTS: human GRK2 inhibition via aptamer displacement; P25098; bead flow cytometry, FAM-aptamer displacement from GRK2; inhibition of aptamer binding, % at 10 µM; 330,000 compounds, 0.59% hits; AID 488847;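 active = inhibition of aptamer binding above 40%, roughly 3 SD of noise, on plates passing a quality check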;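 note: median bead fluorescence of bound FAM aptamer so fluorescent compounds give negative values; no value below 0 was filed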
# Target sequence (P25098 whole entry, looked up): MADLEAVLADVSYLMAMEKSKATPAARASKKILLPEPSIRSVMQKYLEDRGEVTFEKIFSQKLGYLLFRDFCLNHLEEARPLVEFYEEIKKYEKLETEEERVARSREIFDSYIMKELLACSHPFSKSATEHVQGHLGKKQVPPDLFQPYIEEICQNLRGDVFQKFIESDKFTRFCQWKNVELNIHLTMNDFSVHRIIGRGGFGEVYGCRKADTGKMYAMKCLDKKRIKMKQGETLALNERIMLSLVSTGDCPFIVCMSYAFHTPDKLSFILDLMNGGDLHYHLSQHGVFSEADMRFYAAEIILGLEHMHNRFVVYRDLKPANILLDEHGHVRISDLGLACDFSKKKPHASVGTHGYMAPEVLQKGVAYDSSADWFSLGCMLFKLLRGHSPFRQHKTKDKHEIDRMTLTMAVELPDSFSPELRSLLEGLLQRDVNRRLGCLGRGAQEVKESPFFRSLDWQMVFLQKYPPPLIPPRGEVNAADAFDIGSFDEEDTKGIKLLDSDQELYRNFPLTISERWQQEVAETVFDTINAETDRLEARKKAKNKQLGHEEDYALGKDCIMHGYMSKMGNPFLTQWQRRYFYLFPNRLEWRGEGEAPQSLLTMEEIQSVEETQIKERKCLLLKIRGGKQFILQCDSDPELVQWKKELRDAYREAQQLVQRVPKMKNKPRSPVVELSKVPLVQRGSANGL
# MEP2-GFP yeast: modulators of TOR pathway MEP2-GFP in S. cerevisiae; S. cerevisiae MEP2-GFP strain, flow cytometry GFP, 3 h; 100% = DMSO control level; 330,000 compounds, 0.51% hits; GFP response vs DMSO, % at 10 µM;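 active = GFP response versus DMSO above a set limit, roughly screen mean plus 3 SD, cut at about 180% in these data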;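 note: median GFP fluorescence of the barcode-gated MEP2-GFP cells per well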
# JMJD2C inh: human JMJD2C demethylase inhibition; inhibition, % at 2.35 µM; 330,000 compounds, 0.069% hits; GST-JMJD2C(1-420) H3K9me3 demethylation, DELFIA europium; AID 2099;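 active = more than half of a compound's replicate wells show inhibition beyond 50%, single wells judged on their own value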;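 note: signal counts dimethyl H3K9 product captured on neutravidin plate; 0% = median of DMSO wells and 100% = 0.3 times that DMSO median; strong numbers were not always called active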
# Numbers without * were called inactive; nt = no result given. No enrichment for hits; overall some 1.7% were active at least once.
VLA-4 inh,CIT2-GFP yeast,AGP1 TOR yeast,RPL19A TOR yeast,LAP4 TOR yeast,GRK2 aptamer HTS,MEP2-GFP yeast,JMJD2C inh,canonical_smiles
-21,110,92,101,97,1,101,-11,Cc1ccccc1Nc1cc(C)c2c(O)cccc2n1
0,106,106,109,109,35,108,-5,COc1cccc(CNC(=O)C2CCN(S(=O)(=O)c3ccccc3)CC2)c1
0,102,113,103,112,3,96,-2,COc1cc(OC)cc(C(=O)NCCS(=O)(=O)N2CCN(Cc3ccccc3)CC2)c1
8,103,94,103,97,0,95,-7,COc1ccc(NC(=O)CN(C)C(=O)C23CC4CC(CC(C4)C2)C3)cc1
4,96,107,99,99,3,105,4,O=S(=O)(NCC1CCCO1)c1cnc(Cl)c(Br)c1 (stereo not drawn)
4,105,97,110,93,2,105,-24,Cc1ccc(OCC(=O)N/N=C2\CC(=O)CC(C)(C)C2)c(Br)c1
-8,112,107,99,118,0,90,-3,Cc1[nH]c2ccc(OCc3ccccc3)cc2c1CCN1C(=O)OC(C)(C)C1(C)O (stereo not drawn)
7,88,98,96,90,6,97,2,COc1ccc(-c2cn3cccnc3n2)cc1NC(=O)c1cc(OC)c(OC)c(OC)c1
5,94,41,100,108,4,97,10,O=C(CCN1C(=O)/C(=C/c2ccccc2)SC1=S)NC1CCS(=O)(=O)C1 (stereo not drawn)
1,109,107,104,94,0,104,6,CCOc1cc(NC(=S)NCCCN2CCOCC2)c(OCC)cc1NC(=O)c1ccco1
10,100,103,105,106,0,100,-3,Cc1oc(-c2ccccc2)nc1C(=O)OCC(=O)NCc1ccc(Cl)cc1
6,81,90,90,90,1,90,-5,Cc1nccn1CC(=O)O
2,106,109,108,103,13,105,-6,O=C(OCC(=O)N1CCCc2ccccc21)c1cncc(Br)c1
7,103,109,101,102,0,115,1,O=C(NC1CC1)c1cc(Cl)ccc1[N+](=O)[O-]
-1,99,101,97,104,1,92,-10,CCN(CC)S(=O)(=O)c1ccc2[nH]c(=O)cc(C(=O)NCC(c3ccco3)N3CCCC3)c2c1 (stereo not drawn)
1,85,90,93,98,2,89,1,O=C(OCc1nnc(-c2ccccc2)o1)c1ccco1
6,94,93,95,97,0,96,13,CCN(Cc1ccccc1)S(=O)(=O)c1c[nH]c(C(=O)OC)c1
-10,102,95,107,88,6,79,6,Cc1nnc(SCC(=O)c2ccccc2)n1Cc1ccccc1
-11,65,77,108,95,0,97,-3,CCOC(=O)C1CCN(C(=O)c2ccc(OC)cc2OC)CC1
-3,113,106,102,99,0,102,4,O=C(COC(=O)c1cc(Br)ccc1O)c1ccc(F)cc1
5,98,97,106,100,0,111,-8,Cc1ccc(CNC(=O)C(CC(C)C)OC(=O)c2ccco2)cc1 (stereo not drawn)
13,97,91,92,84,0,87,3,O=C(CN(C(=O)c1csnn1)c1ccccc1)NCc1ccc2c(c1)OCO2
-36,97,91,98,92,0,96,5,Cc1nn(C(=O)Cn2ccc([N+](=O)[O-])n2)c(C)c1Cl
8,88,88,100,125,0,100,nt,O=C(Nc1cccc(C2=NCCN2)c1)Nc1cccc(C2=NCCN2)c1
-15,127,100,99,94,3,97,0,CN1CCC(NC(=O)c2cccs2)CC1
10,92,nt,94,97,0,87,9,Cc1nnc(-c2cnn(C)c2N)n1Cc1ccccc1
13,85,100,102,102,0,100,17,COc1cccc(NS(=O)(=O)c2cc(C)sc2C)c1
9,101,nt,96,103,0,100,12,CCCCSc1nc(O)c(Cc2ccccc2)c(=O)[nH]1
4,74,98,93,124,4,101,2,O=C(/C=C/c1ccc(Br)cc1)c1ccco1
-9,91,105,101,108,0,98,nt,O=C1NCCOC(=O)[C@H](Cc2ccc(F)cc2)C/C=C\C[C@H]1CC(=O)N(CCO)Cc1ccccc1

# Part of the list above in another layout:
Molecule	VLA-4 inh	CIT2-GFP yeast	AGP1 TOR yeast	RPL19A TOR yeast	LAP4 TOR yeast	GRK2 aptamer HTS	MEP2-GFP yeast	JMJD2C inh
Cc1nnc(SCC(=O)c2ccccc2)n1Cc1ccccc1	-10	102	95	107	88	6	79	6
CCOC(=O)C1CCN(C(=O)c2ccc(OC)cc2OC)CC1	-11	65	77	108	95	0	97	-3

# The listing continues:
VLA-4 inh,CIT2-GFP yeast,AGP1 TOR yeast,RPL19A TOR yeast,LAP4 TOR yeast,GRK2 aptamer HTS,MEP2-GFP yeast,JMJD2C inh,canonical_smiles
-4,105,95,100,90,3,101,59,COc1ccc(S(=O)(=O)N2CCc3ccccc3C2)cc1C(=O)O
14,101,100,97,100,0,118,-10,COc1ccc(C(=O)Cn2nnc(-c3ccc(N4CCOCC4)cc3)n2)cc1OC
-23,105,105,97,101,0,103,-21,CCOC(=O)N1CCN(c2c(NCCCN3CCCC(C)C3)c(=O)c2=O)CC1 (stereo not drawn)
0,106,108,101,104,2,111,-8,COc1ccc(OC)c(NC(=O)c2ccc(OCC(=O)N3CCOCC3)c(OC)c2)c1
9,106,103,102,109,1,111,-5,CCCC(=O)N(CCN1CCOCC1)c1nc2c(OC)ccc(OC)c2s1
-5,70,85,88,141,0,92,-9,COc1ccc(-c2nc3ccccc3s2)cc1O
-1,105,96,97,94,0,93,5,Cc1cc(C(=O)N2CCN(C(=O)C3CCCO3)CC2)no1 (stereo not drawn)
3,87,89,96,92,0,89,-1,CCOC(=O)c1sc2ccccc2c1OC(=O)c1ccc(C)cc1
5,110,114,106,108,1,103,-2,Cc1cc(/C=N\O)c(C)n1-c1ccncc1
1,101,102,99,103,2,100,-1,O=C(CCSc1ccc(Cl)cc1)NCc1ccncc1
3,117,118,110,117,2,114,-6,COC(=O)C(C)NC(=S)N1CCN(c2c(F)cc3c(=O)c(C(=O)O)cn(C4CC4)c3c2OC)CC1C (stereo not drawn)
-23,99,94,97,91,3,97,12,CCCCCCNS(=O)(=O)c1ccc(NC(=O)C2CCCO2)cc1 (stereo not drawn)
23,94,89,99,88,5,99,-1,CCc1ccc(NC(=O)c2ccc(OC)c([N+](=O)[O-])c2)cc1
16,100,104,109,95,5,97,0,O=[N+]([O-])c1cccc(S(=O)(=O)Nc2ccc(S(=O)(=O)NCC3CCCO3)cc2)c1 (stereo not drawn)
2,111,108,99,115,0,103,5,c1ccc(CN2CCOCCOCCOCCOCC2)cc1
1,84,91,95,97,2,93,7,Cc1ccc2c(CC(=O)NNC(=O)c3ccccc3O)coc2c1
5,100,100,99,103,2,90,-24,CC(C)(C)NC(=O)C(c1ccccn1)N(C(=O)C1CSC(=O)C1)c1cccc(F)c1 (stereo not drawn)
1,82,90,96,101,0,103,10,Cc1cc(=O)oc2cc(O)c(N=Nc3ccccc3)cc12
-2,105,107,107,95,2,110,1,CC(C)c1ccc2[nH]c(O)c(N=NC(=O)c3cccc(S(=O)(=O)Nc4ccccc4Cl)c3)c2c1
-14,106,96,96,88,0,101,-2,CCCCNC(=S)N(CCN(CC)CC)Cc1cc2cc3c(cc2[nH]c1=O)OCO3
9,71,86,95,108,0,84,7,NC(=O)c1sc2nc(N3CCCCC3)c3c(c2c1N)CCCC3
13,116,106,102,111,0,108,0,CC(C)CCNC(=O)Cc1c(C(=O)O)[nH]c2ccc(Cl)cc12
4,96,96,100,90,2,101,2,N#CCCn1nc(-c2ccc(Cl)cc2)cc1Nc1ccccc1NC(=O)C(F)(F)F
2,nt,103,103,92,0,102,-1,Cc1nn(S(=O)(=O)c2ccc([N+](=O)[O-])cc2)c(C)c1Sc1ccccc1
-14,92,100,101,96,1,98,2,Cc1cccc(NC2=C(NC(=O)c3ccccc3)C(=O)c3ccccc3C2=O)c1
-11,112,101,99,96,0,108,4,O=C(NCCc1ccccc1)c1cnc2n(c1=O)CCS2
9,89,96,100,103,0,95,-5,COc1ccccc1-c1cc(C(=O)NCCc2ccccc2)no1
6,90,99,96,92,2,96,15,CCc1nc2ccccc2n1Cc1cc(=O)n2cc(C)ccc2n1
5,94,97,101,101,0,101,-1,COc1cccc(C(=O)Nc2ccc(NC(=O)c3ccco3)c(Cl)c2)c1
6,104,108,101,98,4,96,1,CCOc1ccc(CCNC(=O)CN2C(=O)NC3(CCc4ccccc43)C2=O)cc1OCC (stereo not drawn)

# Not a retest: seven of the compounds above.
VLA-4 inh,CIT2-GFP yeast,AGP1 TOR yeast,RPL19A TOR yeast,LAP4 TOR yeast,GRK2 aptamer HTS,MEP2-GFP yeast,JMJD2C inh,canonical_smiles
2,nt,103,103,92,0,102,-1,Cc1nn(S(=O)(=O)c2ccc([N+](=O)[O-])cc2)c(C)c1Sc1ccccc1
-14,92,100,101,96,1,98,2,Cc1cccc(NC2=C(NC(=O)c3ccccc3)C(=O)c3ccccc3C2=O)c1
-11,112,101,99,96,0,108,4,O=C(NCCc1ccccc1)c1cnc2n(c1=O)CCS2
9,89,96,100,103,0,95,-5,COc1ccccc1-c1cc(C(=O)NCCc2ccccc2)no1
6,90,99,96,92,2,96,15,CCc1nc2ccccc2n1Cc1cc(=O)n2cc(C)ccc2n1
5,94,97,101,101,0,101,-1,COc1cccc(C(=O)Nc2ccc(NC(=O)c3ccco3)c(Cl)c2)c1
6,104,108,101,98,4,96,1,CCOc1ccc(CCNC(=O)CN2C(=O)NC3(CCc4ccccc43)C2=O)cc1OCC (stereo not drawn)

# Later entries
VLA-4 inh,CIT2-GFP yeast,AGP1 TOR yeast,RPL19A TOR yeast,LAP4 TOR yeast,GRK2 aptamer HTS,MEP2-GFP yeast,JMJD2C inh,canonical_smiles
18,99,97,95,90,17,90,-27,Cc1cc(C)c(CN2CCN(C(=O)Cn3cnc4c(OCc5ccccc5)ncnc43)CC2)c(C)c1
-10,101,108,97,114,0,99,-3,CCC(=O)Nc1ccc(C(=O)NNC(=O)c2cc([N+](=O)[O-])cc([N+](=O)[O-])c2)cc1
-1,102,96,98,93,0,101,14,COCC(=O)N1CCCC(C(=O)c2ccc(-c3ccccc3)cc2)C1 (stereo not drawn)
0,98,101,102,100,0,104,60,CCCn1c(SCC(=O)N2CCN(C(=O)c3ccco3)CC2)nc2ccccc2c1=O

# Three records drawn at random from the list so far:
VLA-4 inh,CIT2-GFP yeast,AGP1 TOR yeast,RPL19A TOR yeast,LAP4 TOR yeast,GRK2 aptamer HTS,MEP2-GFP yeast,JMJD2C inh,canonical_smiles
6,90,99,96,92,2,96,15,CCc1nc2ccccc2n1Cc1cc(=O)n2cc(C)ccc2n1
8,103,94,103,97,0,95,-7,COc1ccc(NC(=O)CN(C)C(=O)C23CC4CC(CC(C4)C2)C3)cc1
2,106,109,108,103,13,105,-6,O=C(OCC(=O)N1CCCc2ccccc21)c1cncc(Br)c1
